D3 antag – blocks the human D3 dopamine receptor | 2.5% of 360,000 active | max response, negative = inhibition, % | D3R cells, DiscoveRx beta-arrestin luminescence, antagonist mode; hits give low values | AID 652054 | P35462; in the data active means max response below about -50%; inconclusive means no clear call, values can overlap the other calls; further: on the % scale 0 is the no-effect control and ±100 the full control effect; mostly tested at two doses, the higher about 12 µM
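Cells expressing the human receptor were seeded at 1500 cells/well, incubated overnight at 37 degrees C in 5% CO2, then exposed to library compounds with dopamine controls for 90 minutes at 37 degrees C before luminescent detection.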
aSyn rescue – inhibitors of alpha-synuclein toxicity in yeast; Yeast expressing alpha-synuclein, growth rescue, BacTiter-Glo, 24 h; Potency, µM (highest dose often 46.1 µM), without a hit: top-dose growth rescue (activation), hits mostly activators; 0.14% of 370,000 active; further: potency means the concentration at half of the fitted maximal effect; % of control where 0% means no effect; nearly all actives have a fitted effect of over 65% in size
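Rescue of yeast growth: cells expressing toxic alpha-synuclein, induced in galactose at OD600 0.02, incubated with compound 24 h at 30 C. ATP luminescence quantified growth; inhibitors of toxicity appear as activators.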
Abeta yeast res – A-beta toxicity reversal in yeast | 0.063% of 410,000 active | yeast expressing A-beta42, growth rescue, OD600, 48 h; response scale: 0% DMSO, 100% iron-clioquinol control | AID 1347071 | Potency, µM (series often up to 46.1 µM), without a hit: at the highest dose growth rescue, usual class: activators; further: potency means the concentration at half of the fitted maximal effect; nearly all actives have a fitted effect of over 55% in size
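Yeast growth medium received pinned compounds, then yeast cells expressing toxic A-beta were added; plates incubated at 30 C for 48 hr. Growth read as absorbance at 600 nm, normalized to DMSO and equimolar FeCl3 plus clioquinol controls.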
TDP43 rescue – TDP-43 toxicity inhibition in yeast. Potency, µM (series often up to 46.1 µM), for the others: top-dose growth rescue (activation), hits mostly activators. 1.8% of 410,000 active. TDP-43 expressing yeast growth rescue, BacTiter-Glo, 24 h; further: potency means the concentration at half of the fitted maximal effect; % of control where 0% means no effect; nearly all actives have a fitted effect of over 50% in size
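Yeast expressing TDP-43 (pregrown in raffinose, seeded at OD600=0.02 in galactose medium) exposed to compounds 24 hr at 30 deg C. Growth read by BacTiter-Glo luminescence; rescue of toxicity appears as increased signal.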
FUS suppressor – rescues growth of FUS-expressing yeast. S. cerevisiae FUS-expressing, growth rescue, OD600, 24 h. Potency, µM (top dose mostly 76.6 µM), for inactives: top-dose growth rescue (activation), usual class: activators. 0.24% of 390,000 active. AID 1347120;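 further: potency means the concentration at half of the fitted maximal effect; plate controls were DMSO vehicle for no effect and reference control for full effect; nearly all actives have a fitted effect of over 55% in size; some results filed as inactive show a strong effect at the top dose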
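Cultures pregrown in 2.5% raffinose medium are shifted to minimal medium containing 2% galactose to express toxic FUS. Compounds are tested at several concentrations. After 24hr at 30C, growth is quantified at 600 nm absorbance.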
EPAC2 antagonist – antagonists of human EPAC2. 0.18% of 360,000 active. Q8WZA2. EPAC2 GEF exchange of Rap1B-BODIPY-GDP, fluorescence. Potency, µM (series often up to 114 µM), for the others: at the highest dose activity, negative = inhibition, actives largely listed as inhibitors. AID 720708; further: potency means the concentration at half of the fitted maximal effect; on the % scale 0 is the no-effect control and ±100 the full control effect; nearly all actives have a fitted effect of over 45% in size; many of its hits are not listed in these tables
Target sequence (Q8WZA2 whole entry, looked up): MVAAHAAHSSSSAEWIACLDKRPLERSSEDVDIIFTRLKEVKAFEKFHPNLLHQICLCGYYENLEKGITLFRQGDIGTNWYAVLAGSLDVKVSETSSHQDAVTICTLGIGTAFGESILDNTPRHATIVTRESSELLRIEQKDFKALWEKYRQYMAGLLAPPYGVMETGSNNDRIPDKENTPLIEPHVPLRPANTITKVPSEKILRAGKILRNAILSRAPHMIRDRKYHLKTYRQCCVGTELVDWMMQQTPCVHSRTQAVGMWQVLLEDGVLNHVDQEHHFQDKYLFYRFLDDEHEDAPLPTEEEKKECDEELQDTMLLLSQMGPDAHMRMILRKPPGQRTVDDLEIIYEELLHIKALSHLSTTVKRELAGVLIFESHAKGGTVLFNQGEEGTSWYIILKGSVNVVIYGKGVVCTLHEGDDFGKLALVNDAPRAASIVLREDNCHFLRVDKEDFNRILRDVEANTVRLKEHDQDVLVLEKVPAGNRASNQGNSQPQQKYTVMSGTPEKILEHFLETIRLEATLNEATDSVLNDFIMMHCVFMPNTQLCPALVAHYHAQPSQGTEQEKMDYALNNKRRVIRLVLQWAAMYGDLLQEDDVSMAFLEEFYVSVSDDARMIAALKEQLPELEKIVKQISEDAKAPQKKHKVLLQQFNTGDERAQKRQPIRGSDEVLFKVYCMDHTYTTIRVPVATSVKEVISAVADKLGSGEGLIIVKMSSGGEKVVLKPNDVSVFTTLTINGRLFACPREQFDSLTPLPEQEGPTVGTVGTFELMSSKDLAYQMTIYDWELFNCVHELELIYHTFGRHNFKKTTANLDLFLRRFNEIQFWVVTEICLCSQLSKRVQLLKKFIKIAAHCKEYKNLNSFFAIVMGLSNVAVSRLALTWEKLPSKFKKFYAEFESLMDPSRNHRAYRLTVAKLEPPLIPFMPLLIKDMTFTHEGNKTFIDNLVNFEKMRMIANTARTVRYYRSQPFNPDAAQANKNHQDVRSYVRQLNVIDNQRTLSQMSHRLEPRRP
EPAC2 agonist – EPAC2 (human) agonism | EPAC2 activation, biochemical qHTS; response scale: 100% = 6.5 mM cAMP response | Potency, µM (highest dose often 154 µM), without a hit: at the top dose activation, hits mostly activators | 0.079% of 360,000 active | Q8WZA2; further: potency means the concentration at half of the fitted maximal effect; nearly all actives have a fitted effect of over 50% in size
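Each well held 100 nM EPAC2, 250 nM RAP1B-BODIPY-GDP and 50 uM GDP. Fluorescence, read at 5-min intervals to 30 min, was referenced to a 6.5 mM cAMP positive control.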
D3 ag – activates the human D3 dopamine receptor | 0.58% of 410,000 active | max activation, % | P35462 | D3R DiscoveRx beta-arrestin cells, luminescence, 90 min; in the data active means max activation above about 30%; further: 0% is about no effect; mostly tested at two doses, the higher about 12 µM
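Agonist-mode cell screen: cells plated at 1500/well and incubated overnight at 37 °C, then exposed to library compounds for 90 min at 37 °C. Detection reagent was added for 30–60 min at room temperature, and luminescence was read.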
* hit, by the source's call; ? = inconclusive; . = no result given. Unless noted, the call rests on the fitted dose curve; in most records, active means well fitted curve in the direction sought with a large enough effect; inconclusive means small, poorly fitted or top-dose-only effect, or another doubt; inactive means no such curve, though single readings can be large; an effect the other way counts as inactive or inconclusive. These rows are one share of the data, so the mix of outcomes need not match the whole.

Each structure is followed by: D3 antag | aSyn rescue | Abeta yeast res | TDP43 rescue | FUS suppressor | EPAC2 antagonist | EPAC2 agonist | D3 ag
O=C1[C@H]2[C@@H](c3ccc(C(F)(F)F)cc3)N[C@]3(CCCN(Cc4ccc(Cl)cc4)C3=O)[C@H]2C(=O)N1Cc1ccccc1
 : -16 | ? | 8.9µM* | ? | 39% | -19% | -3% | 4
Nc1c(C(=O)Nc2ccc(C(F)(F)F)cc2)sc2nc(-c3cccs3)ccc12
 : . | . | 7% | 17% | -3% | . | . | 3
CCCC1CC(CSc2ncn[nH]2)OC1=O (stereo not given)
 : 17 | -1% | 9% | 12% | -7% | 17% | 8% | -6
COCCNC(=O)c1ccc2c3n(nc2c1)-c1ccc(Cl)cc1CO3
 : -4 | -1% | 8% | 14% | 0% | -3% | 0% | -22
CC(C)N(C(=O)CN1C(=O)C(=O)c2ccccc21)c1ccccc1
 : -13 | 4% | 8% | 7% | 24% | -1% | 4% | 4
CC(C)CCn1c(=O)c2sccc2n2c(CCCC(=O)N3CCN(c4ccccn4)CC3)nnc12
 : 16 | -1% | 8% | -6% | -6% | 4% | 5% | 2
OC(CCN1CCOCC1)(c1ccc(Cl)cc1)C1CCCCC1 (stereo not given)
 : 0 | 9% | 24% | 20% | -10% | -1% | -23% | -13
COc1cccc(/C=N/NC(=O)CNC(=O)C2COc3ccccc3O2)c1O (stereo not given)
 : -13 | 4% | 1% | 10% | 18% | -5% | 11% | 7
CCCCN(C(=O)COC(=O)c1sccc1C)c1c(N)n(CCC)c(=O)[nH]c1=O
 : 19 | -5% | -6% | 15% | -4% | 1% | 0% | 4
CC(=O)Nc1cccc(Oc2nc(C(F)(F)F)nc3ccccc23)c1
 : -28 | -1% | -10% | 0% | 20% | -4% | 17% | 2
CC1CCCCC1NCC(=O)Nc1ccccc1C(=O)Nc1ccccc1 (stereo not given)
 : -3 | 0% | 15% | 0% | 21% | -9% | -5% | 4
COC(=O)COc1ccc(Oc2nc(SC)nc(N(C)C)n2)nn1
 : 13 | -2% | 6% | -3% | 4% | 6% | -12% | 0
CCCS(=O)(=O)c1c(S(=O)(=O)CCC)c2cnccn2c1C(=O)c1ccc(F)cc1
 : 7 | 1% | -10% | -14% | 16% | -1% | 10% | 1
Cc1ccc(C(=O)NC2(C(F)(F)F)N=C(c3ccccc3)N(C3CCCCC3)C2=O)cc1 (stereo not given)
 : . | . | 9% | 3% | 1% | . | . | 6
CC1CCN(CCn2c(=S)[nH]c3cc4c(cc3c2=O)OCO4)CC1
 : ? | -1% | -15% | 8% | -4% | -1% | -3% | -17
CSc1nsc(SCC(=O)NC2CCCCC2)n1
 : -6 | 6% | 17% | 22% | -22% | 2% | 1% | -2
S=C(Nc1ccc(Oc2ccccc2)cc1)NC1CCCC1
 : -5 | 1% | 30% | 19% | -5% | -2% | 8% | 0
Cc1ccn2c(=O)c(C(=O)NC(C)c3ccccc3)c(O)nc2c1 (stereo not given)
 : . | . | -8% | -27% | -18% | . | . | 10
COc1ccc(NC(=O)c2nc(C)c(C3(C)CC(c4ccccc4)=NO3)s2)cc1 (stereo not given)
 : -12 | -1% | -20% | -7% | ? | -5% | 10% | -12
COc1cccc(NC(=O)NCCCCc2ccccc2)c1
 : 1 | -7% | -22% | -2% | 14% | 2% | 15% | -5
Cc1[nH]n(-c2ccc(Cl)cc2)c(=O)c1C=Nc1ccc(S(=O)(=O)N2CCOCC2)cc1
 : -6 | -15% | -13% | -19% | ? | -3% | 15% | 4
Cc1ccc(-n2nc(C)c3c(C)c(CCC(=O)NCc4ccccc4Cl)c(C)nc32)cc1C
 : . | . | 4% | 14% | -26% | . | . | 1
Cc1ccc(S(=O)(=O)c2cn(CC(=O)Nc3ccc4c(c3)OCO4)c3ccccc3c2=O)cc1
 : . | . | 2% | 1% | 11% | . | . | -2
COc1ccc(NC(=O)C2CCN(C(=O)c3ccccc3)CC2)cc1OC
 : -21 | 8% | 4% | -19% | 21% | 5% | 10% | 0
Cc1n[nH]c(C)c1S(=O)(=O)N1CCc2ccccc2C1
 : -5 | 0% | -2% | 6% | 2% | -18% | 4% | -1
O=C(/C=C/c1ncc(C(F)(F)F)cc1Cl)OCc1ccccc1
 : 16 | -15% | 13% | -15% | 10% | -5% | -5% | 18
COC(=O)[C@]1(Cc2ccccc2)N[C@H](CN(C)C(=O)c2ccccc2)[C@@H]2C(=O)N(Cc3ccccc3)C(=O)[C@@H]21
 : -2 | -2% | -15% | 7% | 32% | 15% | 8% | -10
CCOc1ccc(NC(c2ccccc2)P(=O)(OC)OC)cc1 (stereo not given)
 : 0 | 6% | -22% | -19% | 7% | -1% | 9% | -3
CCOc1ccc(CCNC(=O)c2ccc(-c3nc(COc4ccc(C)cc4)c(C)o3)cc2)cc1
 : . | . | -6% | 21% | -4% | . | . | 0
CCOCCCNS(=O)(=O)c1cc2[nH]c3c(c2cc1C)C(=O)CC(C)(C)C3
 : 7 | 0% | 5% | 8% | 15% | 1% | 5% | 12
CCC(=O)N1c2ccccc2NC2=C(C(=O)CCC2)C1c1ccc(N(C)C)cc1 (stereo not given)
 : 10 | 2% | -16% | 2% | 38% | -2% | -1% | -3
COc1ccc(N2C(=O)CSC2c2ccc([N+](=O)[O-])cc2)cc1 (stereo not given)
 : -22 | -2% | 0% | 2% | 10% | -1% | 14% | -6
COc1cc(NC(=O)CSc2nnc(-c3cc(C)on3)o2)cc(OC)c1
 : 6 | 1% | 3% | 8% | 15% | 0% | 4% | 22
CCOc1cccc(CC(=O)N2CCc3c([nH]c4ccccc34)C2c2ccc(F)cc2)c1OCC (stereo not given)
 : . | . | 8% | 6% | 32% | . | . | 10
CCN(CC)S(=O)(=O)c1ccc(C(=O)NNC(=O)C2COc3ccccc3O2)cc1 (stereo not given)
 : 1 | 2% | 4% | 15% | . | 5% | 12% | 3
O=C(NC(=O)c1ccc(C(F)(F)F)cc1)Nc1ccc(-c2cnco2)cc1
 : 1 | -6% | 0% | 5% | -3% | -2% | 0% | 4
COc1cccc(Cc2nc3ccccc3nc2SCC(=O)Nc2ccccc2F)c1
 : . | . | -17% | 23% | 5% | . | . | 3
CC(=O)N1N=C(c2ccc(C)cc2)OC1c1ccc(Br)cc1 (stereo not given)
 : 8 | ? | 7% | 10% | 17% | -18% | 16% | -3
O=C(Nc1ccc(C(F)(F)F)cc1)C1(c2ccccc2)CC1
 : -17 | -2% | 20% | 22% | -2% | -7% | -6% | 6
CC1CN2C(c3ccc(Cl)cc3)=CSC2=N1 (stereo not given)
 : 11 | -5% | -4% | 0% | -13% | -6% | 7% | -8
CS(=O)(=O)Nc1ccc(C(=O)NCc2ccc3c(c2)OCO3)cc1
 : -17 | -2% | 18% | -13% | 18% | -1% | 0% | -18
CCCCN(C(=O)CCC(=O)Nc1cc(C)on1)C(C(=O)NC1CCCC1)c1ccc(F)cc1 (stereo not given)
 : -28 | -8% | 1% | -10% | 32% | -15% | -4% | -6
Cc1ccc(S(=O)(=O)Nc2ccccc2C(=O)N2CCCC2)cc1
 : -6 | 6% | 12% | -8% | . | 14% | -6% | -13
COc1cccc2sc(NNC(=O)c3nc4ccccc4s3)nc12
 : ? | -2% | 12% | ? | 3% | 7% | -4% | 1
COC(=O)[C@H](CCSC)NC(=O)Nc1ccc(OC)cc1OC
 : -24 | -5% | 1% | -13% | 0% | -5% | 12% | -14

Rewritten as a markdown table: part of the list above
| compound | D3 antag | aSyn rescue | Abeta yeast res | TDP43 rescue | FUS suppressor | EPAC2 antagonist | EPAC2 agonist | D3 ag |
| --- | --- | --- | --- | --- | --- | --- | --- | --- |
| CCC(=O)N1c2ccccc2NC2=C(C(=O)CCC2)C1c1ccc(N(C)C)cc1 (stereo not given) | 10 | 2% | -16% | 2% | 38% | -2% | -1% | -3 |
| COc1ccc(N2C(=O)CSC2c2ccc([N+](=O)[O-])cc2)cc1 (stereo not given) | -22 | -2% | 0% | 2% | 10% | -1% | 14% | -6 |

Among those listed so far, these contain a CF3 group.
Each structure is followed by: D3 antag | aSyn rescue | Abeta yeast res | TDP43 rescue | FUS suppressor | EPAC2 antagonist | EPAC2 agonist | D3 ag
O=C1[C@H]2[C@@H](c3ccc(C(F)(F)F)cc3)N[C@]3(CCCN(Cc4ccc(Cl)cc4)C3=O)[C@H]2C(=O)N1Cc1ccccc1
 : -16 | ? | 8.9µM* | ? | 39% | -19% | -3% | 4
Nc1c(C(=O)Nc2ccc(C(F)(F)F)cc2)sc2nc(-c3cccs3)ccc12
 : . | . | 7% | 17% | -3% | . | . | 3
CC(=O)Nc1cccc(Oc2nc(C(F)(F)F)nc3ccccc23)c1
 : -28 | -1% | -10% | 0% | 20% | -4% | 17% | 2
Cc1ccc(C(=O)NC2(C(F)(F)F)N=C(c3ccccc3)N(C3CCCCC3)C2=O)cc1 (stereo not given)
 : . | . | 9% | 3% | 1% | . | . | 6
O=C(/C=C/c1ncc(C(F)(F)F)cc1Cl)OCc1ccccc1
 : 16 | -15% | 13% | -15% | 10% | -5% | -5% | 18
O=C(NC(=O)c1ccc(C(F)(F)F)cc1)Nc1ccc(-c2cnco2)cc1
 : 1 | -6% | 0% | 5% | -3% | -2% | 0% | 4
O=C(Nc1ccc(C(F)(F)F)cc1)C1(c2ccccc2)CC1
 : -17 | -2% | 20% | 22% | -2% | -7% | -6% | 6
